High-throughput results deposited in PubChem BioAssay by National Center for Advancing Translational Sciences (NCATS).
NIH3T3 tox: NIH 3T3 cell cytotoxicity; NIH 3T3 viability, CellTiter-Glo ATP luminescence, 48-72 h; Potency, µM (series often up to 96.7 µM), inactives show top-dose activity change, negative = cytotoxicity, actives largely listed as inhibitors; actives 4.3% (n = 94,000); AID 1345082; further: potency means the concentration at half of the fitted maximal effect; nearly all actives have a fitted effect of over 55% in size
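NIH 3T3 cells at 400 cells/well received 23 nL of compound by pintool and were incubated 48 or 72 h at 37 °C. Viability was read as ATP-coupled CellTiter-Glo luminescence.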
SNCA expr inh: reduces expression of the alpha-synuclein gene | HEK-293 SNCA-luciferase knock-in, luminescence, 24 h | Potency, µM (series often up to 57.2 µM), without a hit: at the top dose activity change, negative = inhibition, usual class: inhibitors | actives 0.17% (n = 140,000);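 further: potency means the concentration at half of the fitted maximal effect; plate controls were DMSO cells for no effect and cell-free wells for full effect; nearly all actives have a fitted effect of over 45% in size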
GPT2 inhibitor: blocks human glutamate pyruvate transaminase 2; Q8TD30; Recombinant GPT2, coupled pyruvate oxidase/HRP Amplex Red fluorescence; Potency, µM (titrated, usually from 57.7 µM), inactives show at the highest dose activity change, negative = inhibition, actives largely listed as inhibitors; actives 0.25% (n = 100,000); AID 1671188; further: potency means the concentration at half of the fitted maximal effect; nearly all actives have a fitted effect of over 60% in size; many of its hits are not listed in these tables
Target sequence (Q8TD30 whole entry, looked up): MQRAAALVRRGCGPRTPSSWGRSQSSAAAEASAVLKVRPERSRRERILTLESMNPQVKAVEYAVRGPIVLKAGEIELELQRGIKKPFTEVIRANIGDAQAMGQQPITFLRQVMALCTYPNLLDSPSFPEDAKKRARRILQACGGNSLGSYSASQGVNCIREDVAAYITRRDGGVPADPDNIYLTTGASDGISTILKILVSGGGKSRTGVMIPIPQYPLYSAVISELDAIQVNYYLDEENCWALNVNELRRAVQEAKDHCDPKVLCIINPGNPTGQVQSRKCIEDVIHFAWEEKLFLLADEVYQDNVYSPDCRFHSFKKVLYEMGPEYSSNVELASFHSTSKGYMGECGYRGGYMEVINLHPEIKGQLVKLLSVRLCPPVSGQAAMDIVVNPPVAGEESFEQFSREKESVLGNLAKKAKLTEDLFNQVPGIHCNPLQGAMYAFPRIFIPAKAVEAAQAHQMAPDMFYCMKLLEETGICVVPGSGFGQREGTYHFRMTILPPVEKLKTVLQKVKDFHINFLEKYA
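GPT2 10ng/uL, a-KG 250uM, L-Ala 2mM, HEPES pH7.5 + 0.0001% Tween; 30 min RT. Then Amplex mix (PO/HRP/ThPP), 30 min RT dark, fluorescence. AOA 50uM used as positive control.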
SNCA viab count: cell viability loss counter-screen; HEK-293-SNCA-luc viability, GF-AFC fluorescence, 24 h; Potency, µM (top dose mostly 57.1 µM), inactives show at the top dose activity change, negative = cytotoxicity, usual class: cytotoxic; actives 0.12% (n = 150,000); AID 1671193;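 further: potency means the concentration at half of the fitted maximal effect; 0% = DMSO-treated cells and -100% = medium-only wells without cells; nearly all actives have a fitted effect of over 30% in size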
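HEK-293-SNCA-luc cells (1500/well) plated 24 h, then exposed 24 h to a dilution series; GF-AFC added 30 min at 37C, fluorescence 405/540 nm; normalised to medium-only and DMSO wells, Hill fit.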
Luciferase inh: inhibitors of firefly (Photinus pyralis) luciferase; purified P. pyralis luciferase, luminescence, biochemical; Potency, µM (titrated, usually from 115 µM), inactives show top-dose activity change, negative = inhibition, actives largely listed as inhibitors; P08659; actives 2.5% (n = 76,000); further: potency means the concentration at half of the fitted maximal effect; nearly all actives have a fitted effect of over 65% in size
Target sequence (P08659 whole entry, looked up): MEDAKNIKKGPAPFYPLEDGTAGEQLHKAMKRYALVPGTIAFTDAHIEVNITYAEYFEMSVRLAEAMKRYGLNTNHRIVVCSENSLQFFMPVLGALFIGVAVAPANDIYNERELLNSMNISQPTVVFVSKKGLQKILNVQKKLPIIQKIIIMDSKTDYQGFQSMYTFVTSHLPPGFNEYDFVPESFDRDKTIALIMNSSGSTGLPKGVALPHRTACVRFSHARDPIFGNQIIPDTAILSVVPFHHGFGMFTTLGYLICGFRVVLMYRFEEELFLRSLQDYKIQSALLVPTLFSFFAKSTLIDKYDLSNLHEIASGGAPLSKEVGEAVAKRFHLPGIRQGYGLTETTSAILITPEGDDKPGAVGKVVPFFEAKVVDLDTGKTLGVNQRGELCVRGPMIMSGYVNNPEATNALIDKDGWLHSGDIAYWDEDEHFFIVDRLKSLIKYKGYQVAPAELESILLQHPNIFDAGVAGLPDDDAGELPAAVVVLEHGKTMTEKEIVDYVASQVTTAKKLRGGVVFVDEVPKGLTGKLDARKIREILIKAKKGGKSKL
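FLuc 10nM, D-luciferin 10uM, ATP 10uM, Mg acetate 10mM, Tris acetate pH 7.5, Tween/BSA; cpd qHTS; enzyme added last; CCD luminescence.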
IP6K1 inh: blocks human inositol hexakisphosphate kinase 1; Q92551; IP6K1 kinase, ADP-Glo luminescence, 2 h; hits give low values; activity change, % (series mostly up to about 58 µM); AID 1645851; actives 0.81% (n = 140,000); in the data active means activity change below about -25%
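ADP-Glo luminescence measures ADP made by human IP6K1 during a 2 h RT reaction with ATP/IP6 (mix at 1.3 mM/130 uM); top library doses 57.5 and 19.1 uM final.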
HEK cytotox: HEK 293 cell cytotoxicity. HEK 293 viability, ATP luminescence (CellTiter-Glo), 48-72 h. actives 6.6% (n = 94,000). AID 1345083. Potency, µM (highest dose often 115 µM), without a hit: at the top dose activity change, negative = cytotoxicity, usual class: inhibitors; further: potency means the concentration at half of the fitted maximal effect; nearly all actives have a fitted effect of over 60% in size
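CellTiter-Glo luminescence (cellular ATP) was read after 48 or 72 hr of compound exposure at 37 degree Celsius. Cells were HEK 293 plated at 250 cells/well.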
* hit, by the source's call; i = inactive; ? = inconclusive; . = no result given; & = joins results of further samples; [ ] = remark or other dose. Unless noted, the call rests on the fitted dose curve; in most records, active means well fitted curve in the direction sought with a large enough effect; inconclusive means small, poorly fitted or top-dose-only effect, or another doubt; inactive means no such curve, though single readings can be large; an effect the other way counts as inactive or inconclusive. Unless noted, on the % scale 0 is the no-effect control and ±100 the full control effect.

structure,Luciferase inh,GPT2 inhibitor,HEK cytotox,SNCA viab count,NIH3T3 tox,IP6K1 inh,SNCA expr inh
CC(C)CC(=O)N1C(C(=O)NCC2CCCO2)COC12CCCC(C)C2 (stereo not given),-8%,-11%,-1%,-1%,2%,2,-8%
O=C(NCc1ccncc1)C1CN(C(=O)COc2ccccc2)CC12CCOCC2 (stereo not given),-4%,i,1%,6%,-2%,13,-15%
CCCCOc1ccc(C2C(=O)N(C3CCCCC3)CC(=O)N2CCCC)cc1 (stereo not given),.,.,.,9%,.,3,18%
O=C(Cc1cccc(Cl)c1)NC1CCN(c2nc3ncccc3o2)CC1,4%&3%,1%,?,1%&6%,?,-13&-1,-24%&-16%
CN(C)CCCNC(=O)CC1Sc2ncccc2N(C)C1=O (stereo not given),1%,1%,4%,5%,i,-1,7%
Cc1ccccc1NC(=O)Cn1c(=O)n(CCC(=O)N2CCc3ccccc3C2)c(=O)c2ccccc21,.,.,.,2%,.,8,-1%
CNC(=O)[C@H]1CN(C(=O)NCc2ccccc2)[C@]2(C)C(=O)N(CC3CC3)c3ccccc3[C@H]12,.,-21%[27.3 µM],-24%[57.5 µM],-19%[23.9 µM],?,34,-14%[25.6 µM]
COCCOc1ccc2c(n1)CCN(C(=O)c1ccccc1OC)C2,-9%,i,?,-10%[12.5 µM],-16%,0,17%
COCCN1C(=O)[C@H]2CN(Cc3ccc(F)c(F)c3)C[C@H]2C1=O,0%,i,-14%,-5%,-32%,-22,-9%
O=C(CN(c1ccc(Cl)c(C(F)(F)F)c1)S(=O)(=O)c1ccccc1)Nc1cccnc1,.,.,.,?,.,-4,23%
CCN1CCN(c2ncc3c(n2)CCN(Cc2sccc2C)C3)CC1,.,.,.,-17%,.,-1,?
O=C(NC1CCCC1)N1CCC2(CC1)CC(N(C(=O)c1ccccc1)C1CC1)CCO2 (stereo not given),-3%,i,-26%,10%,-24%,-12,-16%
Cc1ccc(-c2ncc(C(=O)Nc3ccc(F)cc3C)c(-c3ccncc3)n2)cc1,33%,0%,40µM*,-12%,22µM*,-4,11%
CCOC(=O)c1cc(-c2ccccc2)n(CCCC(=O)Nc2cccc(Cl)c2C)c1C,.,.,.,-21%,.,41,13%
Cn1ccnc1CN1C(=O)CO[C@H](c2ccc(NC(=O)CCc3ccccc3)cc2)[C@H]1CO,-5%,i,-31%,1%,-23%,5,66%[activator]
CC1(C)CC1(CNC1CCN(c2ccc(C(=O)NCCN3CCOCC3)cc2)CC1)c1ccccc1 (stereo not given),5%,-10%,-21%,0%,-10%,23,15%
Cc1ccc(C2=NN(CC(=O)NCCN(CC(C)C)CC(C)C)C(=O)CC2)cc1,.,.,.,-8%,.,20,0%
CC1(C(=O)NC2CCCCC2)Cc2ccccc2C(=O)N1Cc1ccc(Cl)cc1 (stereo not given),.,.,.,6%,.,7,17%
O=C(NCCN1CCOCC1)c1ccc2oc(-c3cccnc3)nc2c1,.,i,-1%[172 µM],6%[87.6 µM],-10%[138 µM],3,8%[87.6 µM]
O=C(Nc1ccccc1F)N1CC2CCC(C1)N2Cc1ccc(-c2cccs2)cc1,.,-1%,i,-3%,i,-7,-19%
CCOC(=O)c1ccc(-n2c(CCC(=O)O)ccc2-c2ccccc2)cc1O,.,.,.,-10%,.,-8,-7%
COc1ccc(-c2cc(N3CCCN(C(=O)c4ccc(OC)cc4C)CC3)n[nH]2)cc1,-5%,-6%,?,-18%,?,-8,-19%
O=C(c1ccoc1)N1CCC(c2noc(-c3ccncc3)n2)C1 (stereo not given),1%,i,-1%,5%,-4%,-6,?
CCOC(=O)c1c(S(=O)(=O)N2CCCC(C(=O)Nc3ccccn3)C2)c(C)n(C)c1C (stereo not given),.,.,.,-1%,.,1,15%
COc1ccc(NC(=O)C2CCc3nnc(C4CCN([S+](=O)([O-])c5ccccc5Cl)CC4)n32)cc1 (stereo not given),.,i,4%,?,-26%,9,11%
Cc1noc2c(NCc3ccncc3)cc(-c3ccc(Cl)cc3)nc12,3%[172 µM],-3%[88.5 µM],?,-17%[87.6 µM],45µM*,-11,-12%[87.6 µM]
COCCn1c(=O)c(C(=O)N2CCN([S+](=O)([O-])c3ccccc3)CC2)nc2cccnc21,.,5%,i,2%,-5%,6,1%
COC(=O)[C@H](Cc1ccc(OC)cc1)NC(=O)[C@@H]1CN(S(C)(=O)=O)CCN1C(C)=O,-8%,i,-3%,2%,-26%,4,7%
Cc1noc([C@@H]2CC(F)(F)CN2S(=O)(=O)c2ccccc2)n1,4%,i,4%,-2%,i,2,-22%
O=c1n(-c2ccc(F)cc2F)nc2n1CCN(Cc1ccccc1)C2,?,i,3.2µM*,-11%,6.3µM*,-11,30%
COc1ccc(OCc2nc(C3CN(C(=O)C4(c5ccccc5)CC4)C3)no2)cc1,-2%,i,?,2%,?,10,-19%
Cc1ccccc1NC(=O)c1nc(S(C)(=O)=O)ncc1N(Cc1ccco1)Cc1sccc1C,.,.,.,-2%,.,-4,?
Cc1ccc(C2Cn3nnc(-c4nc(-c5cccc(Br)c5)no4)c3CO2)c(C)c1 (stereo not given),10%,-6%,6%,5%,i,-4,20%
CC1=C(C(=O)OC2CCCCCC2)C(c2c(F)cccc2Cl)CC(=O)N1 (stereo not given),.,.,.,-13%,.,17,-22%
CNC(=O)c1ccccc1Nc1nc(Nc2ccc3c(c2OC)CCCC(N2CCN(CCO)CC2)C3)ncc1Cl (stereo not given),.,-6%,.,?,.,-11,.
CCc1nc2c(c(-c3ccc(Cl)cc3)n1)CN(C(=O)c1ccccc1)CC2,-5%,i,?,7%,?,21,-16%
C[S+](=O)([O-])N1CC2(Cc3ccccc31)CN(C(=O)C1CCCC1)C2,3%[172 µM],-1%[88.5 µM],-11%[172 µM],10%[87.6 µM],-27%[138 µM],-8,-14%[87.6 µM]
CC(C)(C)OC(=O)N1CCC(c2c(C(=O)N3CCOCC3)cnn2-c2cccc(F)c2)CC1,.,.,.,-4%,.,15,?
CN1[C@@H](CCC(=O)NCc2ccc(F)cc2)CNC(=O)[C@H]2NCC[C@H]21,-9%[172 µM],?,-6%[172 µM],6%[87.6 µM],-6%[138 µM],14,5%[87.6 µM]
O=C(C1CCOCC1)N1C[C@H]2OC(=O)N(CCc3cccc(Cl)c3)[C@H]2C1,9%,i,-8%,2%,-12%,12,-7%
CC(C)CS(=O)(=O)N[C@H](C)c1onc(-c2cccnc2)c1C(=O)O,0%[172 µM],-3%[88.5 µM],-12%[172 µM],1%[87.6 µM],4%[174 µM],4,?
CCCCSc1nnc2c(n1)OC(c1ccc(Br)s1)Nc1ccccc1-2 (stereo not given),.,.,.,2%,.,-8,160%[activator]
O=C(OCc1ccccc1)N1CCn2ncc(C(=O)N3CCOCC3)c2C1,.,i,3%,-3%,-3%,8,?
CN(C)c1ccc(CN2CCC3(CC(Cc4ccccc4)=NO3)C2)cc1 (stereo not given),-1%,5%,?,1%,?,5,0%
COc1cccc(-c2nc(-c3nnn4c3COC(c3ccccc3Cl)C4)no2)c1OC (stereo not given),-14%,i,-6%,-7%,-10%,11,4%
COc1ccc(C(=O)N2C[C@@H]3C[C@H](C2)c2ccc(-c4ccc5ccccc5c4)c(=O)n2C3)cc1,-5%,i,-5%,-2%,4%,4,-23%
Cc1ccc(C)c(C(=O)Nc2cccc(-c3nnc4n3CCCC4)c2)c1,0%,i,-6%,-1%,-26%,2,10%
CN(C)c1ccc(-c2nnc([C@H]3CCN(Cc4ccccc4F)C3)o2)cc1,-7%[172 µM],i,-20%[172 µM],-4%[87.6 µM],-4%[174 µM],0,8%[87.6 µM]
COCC(=O)NC[C@@H]1C=C(C)[C@H](CC(=O)N2CCN(C)CC2)C[C@H]1C(C)C,-7%[172 µM],4%[88.5 µM],1%[172 µM],-5%[87.6 µM],3%[174 µM],2,-8%[87.6 µM]
CN(Cc1cccnc1)Cc1nc(C2(O)CCN(Cc3ccccc3C(F)(F)F)CC2)cs1,-1%,i,45µM*,4%,?,0,-23%

Limited to NIH3T3 tox, SNCA expr inh and IP6K1 inh, for some of the entries so far:
| compound | NIH3T3 tox | SNCA expr inh | IP6K1 inh |
| --- | --- | --- | --- |
| CCCCSc1nnc2c(n1)OC(c1ccc(Br)s1)Nc1ccccc1-2 (stereo not given) | . | 160%[activator] | -8 |
| O=C(OCc1ccccc1)N1CCn2ncc(C(=O)N3CCOCC3)c2C1 | -3% | ? | 8 |

(next part)
structure,Luciferase inh,GPT2 inhibitor,HEK cytotox,SNCA viab count,NIH3T3 tox,IP6K1 inh,SNCA expr inh
c1ccc(-c2ccnc3nc(-c4cccs4)nn23)cc1,?,-9%,?,3%,-29%,-7,131%[activator]
COc1ccc(Cl)cc1NC(=O)NCCn1c(=O)oc2ccc(C)cc21,.,.,.,6%,.,19,4%
COc1cncc(N2CC3(COCC(=O)N(Cc4ccccc4)C3)C2)c1,10%[172 µM],?,-24%[172 µM],-9%[87.6 µM],?,6,10%[87.6 µM]
COc1ccc(CNC(=O)C2(c3ccc(NC(C)=O)cc3)CCCCC2)c(OC)c1,-1%,-18%,-1%,-12%,-10%,15,-8%
COC(=O)Cn1c(SCCOc2ccccc2Cl)nc2ccccc21,.,.,.,-8%,.,18,39%[activator]
COc1ccc(Cl)cc1NC(=O)Cc1ccc(NC(=O)N2CCCCc3ccccc32)cc1,.,.,.,-17%,.,-1,?
COc1ccc(NC(=O)Cn2c(=O)n(CCCC(=O)NCc3ccccc3Cl)c(=O)c3ccccc32)c(OC)c1,.,.,.,-8%,.,8,34%[activator]
COc1ccc(N2CC(C(=O)NCc3ccc4c(c3)OCO4)NC2=O)cc1 (stereo not given),-13%,i,1%,-1%,-18%,10,-19%
Cc1c(CN2CCOc3ccc(C(=O)NCc4ccccc4F)cc3C2)cnn1C,4%,-3%,?,-5%,-10%,4,-17%
COc1ccc(Nc2ccnc(N3CCCC(C(=O)NCCSC)C3)n2)cc1 (stereo not given),.,0%,?,-17%,?,9,-25%
COc1cc(OC)c(NC(=O)c2nn(-c3ccc(C)cc3)c(=O)c3c2c2ccccc2n3C)cc1Cl,.,.,.,1%,.,17,-5%
CCN(Cc1ccccc1)C(=O)c1c(C)oc2ncn(C)c(=O)c12,.,.,.,-6%,.,5,-1%
O=C1CC(c2ccccc2)N(S(=O)(=O)c2cccc3cccnc23)CCCCCCN1 (stereo not given),-5%,-17%,?,-4%,?,8,-17%

This is a subset; the hit share may differ from the screen's.
